MEKK2 WT-MEK5: raises or lowers MEK5 binding to wildtype human MEKK2 PB1 domain | Q9Y2U5 | bead flow cytometry, Alexa488-MEK5 binding to MEKK2 WT; actives lie on both sides | binding response (% of control), % at 10 µM | actives 1.1% (n = 290,000) | AID 1531; in the data active means binding response below about 67% or above about 130%
MEKK2 mut-MEK5: signal of MEK5 binding to mutant human MEKK2 PB1 domain; bead flow cytometry, Alexa488-MEK5 binding to MEKK2 mutant; percent response, % at 10 µM; actives 0.35% (n = 290,000); AID 1530; in the data active means percent response above about 24%, passing the limit was not always enough; further: inactives centre near 1; some results filed as inactive read as strong as hits; reference of the scale not given here
M18AAP inhibitor: PfM18AAP enzyme inhibition; inhibition, % at 7.35 µM; recombinant PfM18AAP, H-Glu-NHMec fluorogenic cleavage; actives 1.2% (n = 290,000); AID 1822;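 active means inhibition above the campaign mean inhibition over all tested compounds plus 3 SD, cut at about 28% in these data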;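 further: 0% = plate median of test compound wells and 100% = 2 mM ZnCl2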
MEKK3 PB1 HTS: modulators (inhibitors or enhancers) of MEK5 binding to human MEKK3 PB1 domain. Q99759. AID 1529. binding response (% of control), % at 10 µM. bead-based flow cytometry, Alexa488-MEK5 binding to MEKK3; actives lie on both sides; 0 = blocked by unlabeled MEK5, 100 = vehicle. actives 1.4% (n = 290,000);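 active means binding response more than 3 SD above or below the average of its plate-row segment, actives on both sides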;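 further: Alexa488 bead fluorescence after subtracting the streptavidin-only scavenger bead signal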
GPR7 antagonist: human neuropeptides B/W receptor 1 antagonism. P48145. GPR7-expressing cells, fluorescence antagonist assay. inhibition, % at 4.4 µM. actives 1.1% (n = 290,000); in the data active means inhibition above about 16%, passing the limit was not always enough;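 further: cells stimulated with the agonist NPW; 0% = agonist with vehicle and 100% = vehicle without agonist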
OXTR ag: agonists of human oxytocin receptor; P30559; CHO-OTR cells, Fluo-8 calcium fluorescence; normalized: DMSO 0%, oxytocin 100%; activation, % at 3 µM; actives 0.32% (n = 320,000); AID 2435;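 active means activation above the mean of all tested compounds plus 3 SD, cutoff set per screening run, cut at about 20% in these data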;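 further: peak over basal fluorescence ratio from a 100 s FLIPR kinetic read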
Target sequence (P30559 whole entry, looked up): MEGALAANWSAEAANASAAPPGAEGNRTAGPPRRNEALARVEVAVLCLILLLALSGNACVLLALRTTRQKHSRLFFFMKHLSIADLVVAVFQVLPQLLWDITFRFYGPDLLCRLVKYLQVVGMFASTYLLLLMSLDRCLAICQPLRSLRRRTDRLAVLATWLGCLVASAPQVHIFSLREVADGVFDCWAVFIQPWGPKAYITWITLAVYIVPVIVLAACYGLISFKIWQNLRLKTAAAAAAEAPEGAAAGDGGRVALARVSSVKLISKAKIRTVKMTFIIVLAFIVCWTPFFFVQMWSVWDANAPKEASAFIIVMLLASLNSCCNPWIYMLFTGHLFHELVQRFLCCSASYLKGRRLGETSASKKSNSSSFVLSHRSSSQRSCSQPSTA
NALP1 inh: inhibitors of NALP1 inflammasome in yeast; S. cerevisiae NALP1/ASC/caspase-1 growth, X-gal OD620, 72 h; inhibition, % at 10 µM; actives 0.61% (n = 280,000); in the data active means inhibition mostly above about 24%, no sharp cut-off; inactive means mostly below about 32%; further: some compounds called inactive have numbers as strong as hits
DNA FID counter: counter-screen for HCV NS3 helicase inhibitors: DNA intercalator displacement; actives 0.17% (n = 290,000); inhibition, % at 7.9 µM; DNA fluorescent intercalator displacement, fluorescence; in the data active means inhibition above about 37%;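 further: 0% = vehicle and 100% = reference compound; higher means more ethidium bromide displaced from hairpin DNA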
PHOSPHO1 inh: blocks human PHOSPHO1 phosphatase activity; Q8TCT1; recombinant PHOSPHO1, absorbance phosphatase assay; inhibition, % at 13.3 µM; actives 1.1% (n = 290,000); AID 1565; in the data active means inhibition above about 60%
Target sequence (Q8TCT1 whole entry, looked up): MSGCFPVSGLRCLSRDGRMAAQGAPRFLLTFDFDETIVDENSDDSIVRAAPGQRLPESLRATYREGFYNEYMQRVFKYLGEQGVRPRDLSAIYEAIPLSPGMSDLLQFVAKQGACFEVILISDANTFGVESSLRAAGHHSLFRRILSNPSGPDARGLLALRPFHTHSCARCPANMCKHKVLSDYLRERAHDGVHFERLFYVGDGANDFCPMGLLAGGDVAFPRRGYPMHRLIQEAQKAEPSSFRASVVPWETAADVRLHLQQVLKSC
* hit, by the source's call; / = no result given.

Values run as follows: MEKK2 WT-MEK5, MEKK2 mut-MEK5, M18AAP inhibitor, MEKK3 PB1 HTS, GPR7 antagonist, OXTR ag, NALP1 inh, DNA FID counter, PHOSPHO1 inh
> COc1ccc(-c2cc(-c3ccc(C)cc3)nc(SCc3nnc(-c4ccccc4)o3)c2C#N)cc1OC
  86, -3, -3, 95, 2, 0.2, 30, 0, -7
> Cc1cccc(OCc2nnc(N)s2)c1C
  100, -5, 1, 99, 19, 1.4, -4, 1, 14
> CCN(CCCNS(=O)(=O)c1ccc2c(c1)oc(=O)n2C)c1cccc(C)c1
  106, 1, 10, 102, 17*, 4.6, /, 1, -7
> Cc1ccc(-c2nnc(-c3cc(C)on3)o2)cc1
  100, 5, 2, 101, 0, 2.2, /, -4, 61*
> Cc1ccc2nc(-c3ccncc3)cc(C(=O)Nc3ccc(OC(F)F)cc3)c2c1
  103, 0, 6, 104, -20, -0.2, -9, 0, 52
> CCC(C)NC(=O)CSc1nc2ccsc2c(=O)n1-c1ccc(OC)cc1 (stereo unspecified)
  95, -5, 6, 97, 1, 0.7, 4, -1, 7
> O=C(C1CC(=O)N(C2CCCC2)C1)N1CCN(c2ccccc2)CC1 (stereo unspecified)
  110, 8, 1, 105, 8, -0.3, -6, -23, 18
> O=C(CCc1ccccc1)Nc1ccc(S(=O)(=O)N2CCCC2)cc1
  85, -11, -1, 94, 4, 1.6, -1, 1, 36
> CC1CCCCC1NC(=O)CN1C(=O)COc2ccccc21 (stereo unspecified)
  102, 0, -4, 98, 17, 0.1, 20, -9, -27
> O=C(Nc1c2c(nn1-c1cccc(Cl)c1)CS(=O)C2)c1ccc2c(c1)OCO2 (stereo unspecified)
  105, 7, -4, 101, 2, -0.1, 11, -21, 23
> CC1CCN(c2c([N+](=O)[O-])nn(-c3ccc4c(c3)OCCO4)[n+]2[O-])CC1
  95, -1, -8, 99, -5, -2.2, 5, -7, 17
> CCN(CC)C(=O)c1cn(C)c2ccc(S(=O)(=O)N(CC)CC)cc2c1=O
  96, -1, 2, 100, -7, 1.8, 10, -10, 25
> Cc1nc(CC(=O)N/N=C/c2ccc(OCC(=O)O)cc2)cs1
  99, -3, -4, 99, 2, -0.9, /, 1, -10
> CCc1cc2c(SCC(=O)N3CC(=O)Nc4ccccc43)ncnc2s1
  97, -1, 5, 102, -1, 1.6, 18, -21, -7
> O=Cc1ccc(N2CCCC2)c(F)c1
  104, 0, 2, 102, 1, -0.8, -4, -5, 4
> S=c1[nH]nc(-c2ccncc2)n1/N=C/C=C/c1ccco1
  96, -3, 31*, 98, -15, -0.5, -20, -9, 51
> CC(C)=CCC12Oc3cc(O)ccc3C1(O)Oc1cc3c(c(O)c1C2=O)C=CC(C)(C)O3 (stereo unspecified)
  89, 0, /, 104, /, -0.3, /, /, /
> Cc1ccc(CCNC(=O)c2cc(C)nn2-c2ccccc2)cc1
  104, -1, -11, 108, -13, -0.8, /, -11, 27
> C=CCn1cccc(C(=O)Nc2ccc(N(C)C)cc2)c1=O
  99, 2, 15, 98, -1, -0.6, 17, -15, -3
> COc1ccc(NC(=O)c2cc(C(C)C)on2)cc1OC
  107, 7, -8, 107, -3, 0.0, 11, -7, 37

Rewritten as labelled records: 2 of the compounds above
CC1CCCCC1NC(=O)CN1C(=O)COc2ccccc21 (stereo unspecified)
  MEKK2 WT-MEK5: 102
  MEKK2 mut-MEK5: 0
  M18AAP inhibitor: -4
  MEKK3 PB1 HTS: 98
  GPR7 antagonist: 17
  OXTR ag: 0.1
  NALP1 inh: 20
  DNA FID counter: -9
  PHOSPHO1 inh: -27

COc1ccc(NC(=O)c2cc(C(C)C)on2)cc1OC
  MEKK2 WT-MEK5: 107
  MEKK2 mut-MEK5: 7
  M18AAP inhibitor: -8
  MEKK3 PB1 HTS: 107
  GPR7 antagonist: -3
  OXTR ag: 0.0
  NALP1 inh: 11
  DNA FID counter: -7
  PHOSPHO1 inh: 37

Part of the list above in order of molecular weight, ascending.
Values run as follows: MEKK2 WT-MEK5, MEKK2 mut-MEK5, M18AAP inhibitor, MEKK3 PB1 HTS, GPR7 antagonist, OXTR ag, NALP1 inh, DNA FID counter, PHOSPHO1 inh
> O=Cc1ccc(N2CCCC2)c(F)c1
  104, 0, 2, 102, 1, -0.8, -4, -5, 4
> COc1ccc(NC(=O)c2cc(C(C)C)on2)cc1OC
  107, 7, -8, 107, -3, 0.0, 11, -7, 37
> C=CCn1cccc(C(=O)Nc2ccc(N(C)C)cc2)c1=O
  99, 2, 15, 98, -1, -0.6, 17, -15, -3
> CCN(CC)C(=O)c1cn(C)c2ccc(S(=O)(=O)N(CC)CC)cc2c1=O
  96, -1, 2, 100, -7, 1.8, 10, -10, 25

Remaining list, next part.
Values run as follows: MEKK2 WT-MEK5, MEKK2 mut-MEK5, M18AAP inhibitor, MEKK3 PB1 HTS, GPR7 antagonist, OXTR ag, NALP1 inh, DNA FID counter, PHOSPHO1 inh
> O=C(NCC1CCCO1)C1c2ccccc2C(=O)N1C1CCCCCCC1 (stereo unspecified)
  /, /, -4, /, -26, 0.5, 6, -8, -3
> CN1CCN(c2ccc(S(=O)(=O)N3CCCCC3)cc2NC(=O)Cc2ccccc2F)CC1
  106, 0, 2, 102, 2, 0.3, 32, 17, -13
> COc1cc(NC(=O)c2cc3nc(-c4ccccc4)cc(-c4ccccc4)n3n2)cc(OC)c1OC
  95, 0, -9, 88, -10, -0.6, 11, -3, 23
> Cc1cc(C)cc(N(CCC#N)C(=O)CSc2nc3nc(C)cc(C)n3n2)c1
  98, -3, -6, 94, 7, 1.1, 22, -27, 27
> CCOc1ccc(C(=O)CSc2nnc(C3CC3)n2C)cc1
  106, 4, -2, 108, -7, -0.5, 1, -11, 8
> CC(NC(=O)c1ccc(N(C)C)cc1)c1ccc(F)cc1 (stereo unspecified)
  93, -7, 2, 94, -1, -1.2, 10, -2, 22
> CC1(C)CC(NC(=O)CSc2ccccc2)CC(C)(C)N1
  98, -1, -8, 97, -14, 1.5, 4, -3, 43

Given as labelled records: part of the list above.
canonical_smiles: CCOc1ccc(C(=O)CSc2nnc(C3CC3)n2C)cc1
  MEKK2 WT-MEK5 = 106
  MEKK2 mut-MEK5 = 4
  M18AAP inhibitor = -2
  MEKK3 PB1 HTS = 108
  GPR7 antagonist = -7
  OXTR ag = -0.5
  NALP1 inh = 1
  DNA FID counter = -11
  PHOSPHO1 inh = 8

canonical_smiles: CC1(C)CC(NC(=O)CSc2ccccc2)CC(C)(C)N1
  MEKK2 WT-MEK5 = 98
  MEKK2 mut-MEK5 = -1
  M18AAP inhibitor = -8
  MEKK3 PB1 HTS = 97
  GPR7 antagonist = -14
  OXTR ag = 1.5
  NALP1 inh = 4
  DNA FID counter = -3
  PHOSPHO1 inh = 43

canonical_smiles: CN1CCN(c2ccc(S(=O)(=O)N3CCCCC3)cc2NC(=O)Cc2ccccc2F)CC1
  MEKK2 WT-MEK5 = 106
  MEKK2 mut-MEK5 = 0
  M18AAP inhibitor = 2
  MEKK3 PB1 HTS = 102
  GPR7 antagonist = 2
  OXTR ag = 0.3
  NALP1 inh = 32
  DNA FID counter = 17
  PHOSPHO1 inh = -13

canonical_smiles: COc1cc(NC(=O)c2cc3nc(-c4ccccc4)cc(-c4ccccc4)n3n2)cc(OC)c1OC
  MEKK2 WT-MEK5 = 95
  MEKK2 mut-MEK5 = 0
  M18AAP inhibitor = -9
  MEKK3 PB1 HTS = 88
  GPR7 antagonist = -10
  OXTR ag = -0.6
  NALP1 inh = 11
  DNA FID counter = -3
  PHOSPHO1 inh = 23

Screening results from PubChem.
